NPSR antag = antagonists of human neuropeptide S receptor cAMP signaling | Q6W5P4 | CHO-NPSR cells, cAMP TR-FRET, antagonist mode | Potency, µM (series often up to 38.3 µM), for the others: at the highest dose activity change, negative = inhibition, hits mostly inhibitors | 220,000 compounds, 1% hits; note: potency is the fitted concentration of half-maximal effect; % is set by controls: 0 for no effect and ±100 for the full control effect; nearly all actives have a fitted effect of over 50% in size; many of its hits are not listed in these tables
Tau fluor counter = counter-screen for tau fibril formation inhibitors. Potency, µM (doses to about 57.7 µM), for the others: at the highest dose activity change, negative = decrease. AID 1463. tau K18 P301L Alexa594 fluorescence, heparin fibrillization. 280,000 compounds, 0.93% hits; note: potency is the fitted concentration of half-maximal effect; % is set by controls: 0 for no effect and ±100 for the full control effect; nearly all actives have a fitted effect of over 55% in size
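Human K18 P301L tau (15 uM unlabeled plus 0.24 uM Alexa 594-labeled, final) in 100 mM sodium acetate pH 7 was mixed with compound and 20 uM heparin and incubated 6 hr at 37 C.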
CBFb-RUNX1 inh = inhibitors of human CBF-beta and RUNX1 interaction; Q01196+Q13951; AlphaScreen CBFb-His/RUNX1-biotin binding, biochemical; Potency, µM (titrated, usually from 59.8 µM), for the others: top-dose activity, negative = inhibition, most hits filed as inhibitors; 230,000 tested, under 10 active; AID 1477; note: % of control where 0% means no effect
Target sequence (Q01196 whole entry, looked up): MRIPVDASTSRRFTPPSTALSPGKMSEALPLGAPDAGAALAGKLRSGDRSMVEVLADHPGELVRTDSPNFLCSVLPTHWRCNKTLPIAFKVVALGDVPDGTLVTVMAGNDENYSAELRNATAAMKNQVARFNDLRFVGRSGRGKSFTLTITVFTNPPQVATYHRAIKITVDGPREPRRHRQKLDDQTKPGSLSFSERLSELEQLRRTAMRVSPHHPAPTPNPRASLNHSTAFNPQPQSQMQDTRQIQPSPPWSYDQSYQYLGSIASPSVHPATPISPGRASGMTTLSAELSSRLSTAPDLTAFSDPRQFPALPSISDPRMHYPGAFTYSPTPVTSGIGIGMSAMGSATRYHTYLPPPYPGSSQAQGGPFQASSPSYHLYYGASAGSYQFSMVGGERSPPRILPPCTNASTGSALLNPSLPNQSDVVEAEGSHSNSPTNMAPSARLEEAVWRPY
Target sequence (Q13951 whole entry, looked up): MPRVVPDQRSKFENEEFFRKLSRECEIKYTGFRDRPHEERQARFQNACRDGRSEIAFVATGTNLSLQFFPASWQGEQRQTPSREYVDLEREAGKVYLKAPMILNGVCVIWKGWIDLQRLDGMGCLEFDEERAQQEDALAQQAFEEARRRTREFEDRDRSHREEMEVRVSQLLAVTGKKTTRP
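AlphaScreen binding: CBFb-His and RUNX1-biotin (30 nM each) preincubated 20 min, compound added for 15 min, then nickel and streptavidin beads for 90 min, all at room temperature. Disruption of the interaction by any mechanism counts as activity.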
Tau fibril FP = blocks human tau fibril formation measured by polarization; K18 P301L tau heparin fibrillization, Alexa594 FP, 6 h; Potency, µM (series often up to 57.7 µM), for the others: at the highest dose activity, negative = inhibition, most hits filed as inhibitors; 280,000 compounds, 0.39% hits; AID 1468; note: potency is the fitted concentration of half-maximal effect; % is set by controls: 0 for no effect and ±100 for the full control effect; nearly all actives have a fitted effect of over 55% in size
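Heparin (20 uM) drove fibril formation of recombinant tau K18 P301L, 15 uM unlabeled with 0.24 uM Alexa 594 label, for 6 hr at 37 C in 100 mM sodium acetate pH 7. Fluorescence polarization (555/632 nm) read 1 hr after 30 uM ThT.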
TR SRC2 fluor cs = alters Texas Red total fluorescence, flagging assay interference; 280,000 compounds, 0.29% hits; AID 1479; TRb/SRC2 Texas Red total fluorescence interference; Potency, µM (doses to about 106 µM), without a hit: top-dose fluorescence change, negative = quenching; active = well fitted curve in either direction with a large enough effect; inconclusive = small, poorly fitted or top-dose-only effect; note: potency is the fitted concentration of half-maximal effect; % is set by controls: 0 for no effect and ±100 for the full control effect
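Flags fluorescent or light-absorbing compounds by total fluorescence, S + 2P, at 555 nm excitation and 632 nm emission. Mixture: 20 nM Texas Red SRC2 peptide, 0.6 uM human TRb LBD, 1 uM T3, 5% DMSO; compound exposure 5 h at ambient temperature.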
Epigenetic derep = epigenetic control regulation, reporter derepression; murine LDR cells, GFP reporter derepression, 30 h; Potency, µM (series often up to 53.9 µM), for inactives: at the highest dose GFP activation, actives largely listed as activators; 280,000 compounds, 0.2% hits; AID 1865; note: potency is the fitted concentration of half-maximal effect; % of control where 0% means no effect; nearly all actives have a fitted effect of over 60% in size
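Murine LDR cells bearing a silenced CMV-driven GFP reporter were exposed to compound for 30 h at 37 C. After PBS washes, GFP-positive cells (20-120 um objects) counted by laser-scanning microplate cytometry.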
TRb-SRC2 inh = TRbeta-SRC2 interaction inhibition; TRbeta-SRC2 peptide binding, fluorescence polarization; receptor liganded with 1 µM T3; Potency, µM (doses to about 106 µM), for inactives: at the highest dose activity change, negative = inhibition, hits mostly inhibitors; 280,000 compounds, 0.065% hits; AID 1469;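 note: potency is the fitted concentration of half-maximal effect; plate controls were bound peptide for no effect and peptide without receptor for full effect; nearly all actives have a fitted effect of over 50% in size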
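TRb LBD 0.6 uM + Texas Red SRC2 peptide 20 nM, 1 uM T3, Tris buffer w/ 5% DMSO; compound pinned, 5 h RT; FP read ex 555/em 632; normalized to unbound and bound controls.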
GLA spleen mod = inhibits or activates alpha-galactosidase in human spleen homogenate; Potency, µM (top dose mostly 80 µM), for inactives: at the highest dose activity change, negative = inhibition, hits mostly inhibitors; P06280; human spleen homogenate, 4MU-alpha-Gal fluorescence, 40 min; AID 2107; 240,000 compounds, 0.008% hits;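 note: potency is the fitted concentration of half-maximal effect; 0% = enzyme with vehicle and -100% = no enzyme basal signal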
Target sequence (P06280 32-429 limits assumed): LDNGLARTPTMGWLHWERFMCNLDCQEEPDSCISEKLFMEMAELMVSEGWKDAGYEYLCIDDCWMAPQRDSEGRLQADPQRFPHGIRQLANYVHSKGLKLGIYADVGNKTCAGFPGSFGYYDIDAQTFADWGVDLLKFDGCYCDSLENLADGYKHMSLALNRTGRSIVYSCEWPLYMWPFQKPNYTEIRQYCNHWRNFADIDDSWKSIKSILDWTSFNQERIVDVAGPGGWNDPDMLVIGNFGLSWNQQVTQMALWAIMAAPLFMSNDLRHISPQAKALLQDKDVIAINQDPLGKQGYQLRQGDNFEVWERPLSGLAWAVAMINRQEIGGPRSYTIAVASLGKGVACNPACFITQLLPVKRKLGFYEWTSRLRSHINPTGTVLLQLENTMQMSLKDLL
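Human spleen homogenate (1 ug) was the enzyme source, with 4-methylumbelliferyl-alpha-D-galactopyranoside (1 mM final) in pH 5.0 citrate buffer with 0.01% Tween-20. Compounds were titrated; after 40 min at 37C, NaOH/glycine stop, 4-MU fluorescence read; AC50 from Hill fits.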
The depositor's hits bear a star; ? = inconclusive; . = no result given; [ ] = remark or other dose. Unless noted, calls come from the whole dose curve; as a rule, active = well fitted curve in the direction sought with a large enough effect; inconclusive = small, poorly fitted or top-dose-only effect, or another doubt; inactive = no such curve, though single readings can be large; an effect the other way counts as inactive or inconclusive. An excerpt (hit frequency here may not be typical).

SMILES	NPSR antag	Tau fluor counter	CBFb-RUNX1 inh	Tau fibril FP	TR SRC2 fluor cs	Epigenetic derep	TRb-SRC2 inh	GLA spleen mod
O=C(O)CCC(=O)Nc1ccccc1C(=O)NCc1ccco1	-1%[46.1 µM]	-6%	6%	0%	1%	0.0%	-15%	8%
CCc1cccc(NC(=O)Cn2c(=O)ccc3cc(S(=O)(=O)N4CCC(C)CC4)ccc32)c1	.	-25%	.	?	2%	0.3%	-10%	.
CCN1C(=O)C(O)(CC(=O)c2ccccn2)c2ccccc21 (stereo unspecified)	?	-2%	1%	7%	0%	0.0%	1%	1%
Cc1cnc(CN2CCc3c([nH]c4ccccc34)C2C2CCCCC2)[nH]1 (stereo unspecified)	-7%	-6%	4%	-1%[2.34 µM]	2%	-0.1%	6%	4%
CCCc1nc(N2CCOCC2)c(C#N)c2c1CCCC2	-13%[46.1 µM]	-8%	5%	-2%	-1%	1.6%	-5%	4%
COc1ccc2oc(=O)c(-c3nc(-c4cccs4)no3)cc2c1	.	-24%	.	?	-2%	4.7%	0%	.
COC(=O)c1cn[nH]c1NC(=S)Nc1ccc(C)cc1Cl	-25%[46.1 µM]	?	-5%	?	-2%	0.0%	-6%	-2%
O=C(CSc1nnc(-c2ccncc2)n1C1CCCCC1)Nc1cccc(O)c1	-2%[46.1 µM]	-8%	2%	2%	-3%	0.2%	-4%	-1%
O=C(CCCl)Nc1cc(SCCO)cc([N+](=O)[O-])c1	-22%[46.1 µM]	-7%	-1%	15%	-1%	-0.9%	-7%	-4%
Clc1ccc(OCCCn2cncn2)cc1Cl	16%[46.1 µM]	-6%	7%	4%	0%	0.0%	9%	1%
O=C1NCCCC2c3c(cc(Br)c(O)c3Br)OC12N1CCOCC1 (stereo unspecified)	10%[46.1 µM]	-18%	5%	?	-11%	-3.8%	-7%	9%
Cc1cccc(C2CN(C)CCc3c2cc(O)c(O)c3Cl)c1 (stereo unspecified)	-12%[46.1 µM]	-23%	1%	-7%	-3%	-0.1%	3%	6%
CCc1ccc(-n2nc(CO)c(C(=O)NCc3cccnc3)n2)cc1	.	-4%	.	0%	0%	3.0%	-8%	.
O=C(NCc1ccccc1)c1cnc(N2CCCCC2)c2ccccc12	.	-21%	.	-8%	-4%	1.1%	-4%	.
Cn1c(=O)c2c(SCC(=O)NCC3CCCO3)nc(-c3cccs3)nc2n(C)c1=O (stereo unspecified)	0%[46.1 µM]	2%	3%	-3%	-1%	0.0%	3%	11%
CCOC(=O)c1c(CC(C)C)csc1/N=C/C1=C(O)CCCC1=O	0%	-10%	-5%	11%	-1%	?	4%	3%
Cc1nc2ccccc2c2c1C(=O)NC2=O	9%	-6%	0%	4%	-3%	0.0%	-4%	8%
CC(=O)c1cccc(NC(=O)c2ccc(N(Cc3ccccc3C)S(C)(=O)=O)cc2)c1	-10%[46.1 µM]	6%	-5%	-2%	-5%	1.4%	-7%	3%
Cn1cc(Cl)c(C(=O)OCC(=O)Nc2ccccc2)n1	-2%[46.1 µM]	-3%	4%	2%	-2%	0.1%	-1%	-1%
CC(C)CCN1C(=O)N(c2ccccc2)C(=O)C1CC(=O)Nc1ccc(Cl)cc1 (stereo unspecified)	.	-24%	.	-8%	1%	-1.1%	-5%	.
CCc1cccc(NC(=O)CN(C)S(=O)(=O)c2cccc3nsnc23)c1	-5%	-15%	-3%	-4%	1%	-1.0%	-11%	4%
CC1CCN(S(=O)(=O)c2nnc(NC(=O)c3ccc(C(C)C)cc3)s2)CC1	.	?	.	?	3%	1.4%	-8%	.
O=C(CCn1c(=O)c2cccn2c2ccc(F)cc21)NCCc1ccccc1	.	0%	.	-5%	?	5.5%	-3%	.
Cc1nnc(NC(=O)c2oc3c(ccc4ccccc43)c2C)s1	-15%[46.1 µM]	-8%	0%	-3%	-2%	1.1%	-4%	1%
Cc1nn2c(nc(N3CCOCC3)c3ccccc32)c1C=C(C#N)C#N	2%	-6%	4%	-7%	1%	-1.0%	0%	3%

Some of these compounds in order of SMILES length, largest number first.
SMILES	NPSR antag	Tau fluor counter	CBFb-RUNX1 inh	Tau fibril FP	TR SRC2 fluor cs	Epigenetic derep	TRb-SRC2 inh	GLA spleen mod
Cc1cnc(CN2CCc3c([nH]c4ccccc34)C2C2CCCCC2)[nH]1 (stereo unspecified)	-7%	-6%	4%	-1%[2.34 µM]	2%	-0.1%	6%	4%
O=C(NCc1ccccc1)c1cnc(N2CCCCC2)c2ccccc12	.	-21%	.	-8%	-4%	1.1%	-4%	.
Cc1nnc(NC(=O)c2oc3c(ccc4ccccc43)c2C)s1	-15%[46.1 µM]	-8%	0%	-3%	-2%	1.1%	-4%	1%

Going on with the list.
SMILES	NPSR antag	Tau fluor counter	CBFb-RUNX1 inh	Tau fibril FP	TR SRC2 fluor cs	Epigenetic derep	TRb-SRC2 inh	GLA spleen mod
CCCn1c(N)c(C(=O)CN2CCc3ccccc3C2)c(=O)n(C)c1=O	6%	-18%	7%	-13%	4%	14%	-11%	2%
CCCCOC(=O)CSc1nc2ccccc2o1	19%	2%	?	2%	-2%	-2.8%	-4%	-2%
CCn1c(=O)c(C(=O)Nn2c(C)nc3ccccc3c2=O)c(O)c2ccccc21	-12%[46.1 µM]	-3%	6%	1%	1%	-0.9%	7%	-7%
COc1ccccc1CCn1cc(C#N)c(=O)[nH]c1=O	13%[7.67 µM]	0%	3%	-8%	0%	1.0%	-1%	-5%
Cc1ccc(C(=O)Nc2ccccc2C(=O)NCc2ccco2)cc1S(=O)(=O)N1CCCCC1	-11%[46.1 µM]	?	-5%	-12%	-2%	0.0%	-2%	-3%
CCCCOC(=O)c1ccc(NC(=O)C(CCS(C)(=O)=O)NC(C)=O)cc1 (stereo unspecified)	2%[46.1 µM]	6%	1%	4%	-4%	3.4%	-6%	15%
COc1ccc(CNC(=O)c2ccc(NC(=O)C3CCCO3)cc2)cc1 (stereo unspecified)	-9%[46.1 µM]	1%	7%	-8%	-7%	2.7%	2%	-3%
CCC(C)NC(=O)Cn1c(=O)n(CCCC(=O)NCc2ccccc2Cl)c(=O)c2ccccc21 (stereo unspecified)	-11%[46.1 µM]	-7%	6%	-13%	-5%	1.0%	-5%	9%
Cc1n[nH]c(C)c1S(=O)(=O)NCCc1ccc(Cl)cc1	-7%[46.1 µM]	-9%	-1%	-9%	1%	?	1%	12%
O=C(CNC(=O)c1ccc(Cl)cc1)NCCCn1ccnc1	-13%[46.1 µM]	-1%	-13%	4%	2%	-0.9%	5%	-3%
Cc1ccnc2nc(C(=O)Nc3nnc(CC(C)C)s3)nn12	0%[46.1 µM]	1%	-3%	3%	1%	-5.0%	-1%	4%
CN1CCN(C2=Cc3ccc(Cl)cc3Sc3ccc(F)cc32)CC1	7%[46.1 µM]	?	-9%	4%	-2%	1.2%	-25%	-10%
Cc1ccc(C(=O)N(Cc2ccco2)Cc2sccc2C)cc1	.	-10%	.	-1%	0%	-1.5%	-1%	.
N#Cc1ccccc1NC(=O)C1SC(=Nc2ccccc2)C(C(=O)Nc2ccc(Cl)cc2)=C1N (stereo unspecified)	-17%	?	9%	3%	0%	-5.8%	3%	-11%
O=C(CSc1cccc[n+]1[O-])c1cccs1	9%	-9%	-5%	6%	-3%	-0.6%	-2%	0%
Cc1ccc(C)c(NC(=O)Cc2coc3cc(C)cc(C)c23)c1	.	-13%	.	?	-42%	-1.6%	-1%	.
O=C(Nc1ccc(Cl)c(Cl)c1)c1ccc(Cn2cc(Cl)cn2)cc1	-40%	5%	-11%	-3%	3%	-1.0%	-20%	5%
Cc1ccc(S(=O)(=O)c2nnn3c2nc(N2CCOCC2)c2sccc23)cc1C	.	-11%	.	11%	-1%	-2.4%	4%	.

Filtered by structure: those above containing a halogen.
SMILES	NPSR antag	Tau fluor counter	CBFb-RUNX1 inh	Tau fibril FP	TR SRC2 fluor cs	Epigenetic derep	TRb-SRC2 inh	GLA spleen mod
COC(=O)c1cn[nH]c1NC(=S)Nc1ccc(C)cc1Cl	-25%[46.1 µM]	?	-5%	?	-2%	0.0%	-6%	-2%
O=C(CCCl)Nc1cc(SCCO)cc([N+](=O)[O-])c1	-22%[46.1 µM]	-7%	-1%	15%	-1%	-0.9%	-7%	-4%
Clc1ccc(OCCCn2cncn2)cc1Cl	16%[46.1 µM]	-6%	7%	4%	0%	0.0%	9%	1%
O=C1NCCCC2c3c(cc(Br)c(O)c3Br)OC12N1CCOCC1 (stereo unspecified)	10%[46.1 µM]	-18%	5%	?	-11%	-3.8%	-7%	9%
Cc1cccc(C2CN(C)CCc3c2cc(O)c(O)c3Cl)c1 (stereo unspecified)	-12%[46.1 µM]	-23%	1%	-7%	-3%	-0.1%	3%	6%
Cn1cc(Cl)c(C(=O)OCC(=O)Nc2ccccc2)n1	-2%[46.1 µM]	-3%	4%	2%	-2%	0.1%	-1%	-1%
CC(C)CCN1C(=O)N(c2ccccc2)C(=O)C1CC(=O)Nc1ccc(Cl)cc1 (stereo unspecified)	.	-24%	.	-8%	1%	-1.1%	-5%	.
O=C(CCn1c(=O)c2cccn2c2ccc(F)cc21)NCCc1ccccc1	.	0%	.	-5%	?	5.5%	-3%	.
CCC(C)NC(=O)Cn1c(=O)n(CCCC(=O)NCc2ccccc2Cl)c(=O)c2ccccc21 (stereo unspecified)	-11%[46.1 µM]	-7%	6%	-13%	-5%	1.0%	-5%	9%
Cc1n[nH]c(C)c1S(=O)(=O)NCCc1ccc(Cl)cc1	-7%[46.1 µM]	-9%	-1%	-9%	1%	?	1%	12%
O=C(CNC(=O)c1ccc(Cl)cc1)NCCCn1ccnc1	-13%[46.1 µM]	-1%	-13%	4%	2%	-0.9%	5%	-3%
CN1CCN(C2=Cc3ccc(Cl)cc3Sc3ccc(F)cc32)CC1	7%[46.1 µM]	?	-9%	4%	-2%	1.2%	-25%	-10%
N#Cc1ccccc1NC(=O)C1SC(=Nc2ccccc2)C(C(=O)Nc2ccc(Cl)cc2)=C1N (stereo unspecified)	-17%	?	9%	3%	0%	-5.8%	3%	-11%
O=C(Nc1ccc(Cl)c(Cl)c1)c1ccc(Cn2cc(Cl)cn2)cc1	-40%	5%	-11%	-3%	3%	-1.0%	-20%	5%

Source: PubChem BioAssay (National Center for Advancing Translational Sciences (NCATS))
